CXCR6 block: CXCR6 receptor inhibitors, primary screen, cell-based, beta-arrestin, luminescence, CHO-K1 PathHunter, 1536-well; inhibition, % at 20 µM; actives 0.36% (n = 360,000); C-X-C chemokine receptor type 6 (Homo sapiens), O00574; AID 602244, 2012; in the data active means inhibition above about 34%, passing the limit was not always enough;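 further: antagonist mode with CXCL16 agonist at 10 nM final; 0% = 10 nM CXCL16 with DMSO and 100% = unstimulated wells without agonist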
Target sequence (O00574 whole entry, looked up): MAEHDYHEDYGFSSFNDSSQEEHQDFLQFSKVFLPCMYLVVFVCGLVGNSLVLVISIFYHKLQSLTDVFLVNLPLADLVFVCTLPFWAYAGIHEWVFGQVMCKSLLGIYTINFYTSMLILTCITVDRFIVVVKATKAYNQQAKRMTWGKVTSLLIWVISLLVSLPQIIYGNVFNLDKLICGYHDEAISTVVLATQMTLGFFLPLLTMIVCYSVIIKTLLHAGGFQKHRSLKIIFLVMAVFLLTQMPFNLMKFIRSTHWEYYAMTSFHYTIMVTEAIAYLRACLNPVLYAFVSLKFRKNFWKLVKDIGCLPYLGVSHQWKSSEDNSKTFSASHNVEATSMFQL
Gli-Sufu block: Gli-Sufu pathway antagonists, primary screen, luciferase luminescence, Sufu-KO-LIGHT cells, uHTS; inhibition, % at 5 µM; AID 588413, 2011; actives 0.74% (n = 340,000); Sufu-KO-LIGHT fibroblasts, Gli luciferase reporter luminescence;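 active means inhibition above about 55%, limit read from the data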;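 further: 0% = DMSO-treated cells and 100% = wells with medium but no cells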
UBC13 inh: UBC13 polyubiquitin chain formation inhibitors, primary screen, biochemical, TR-FRET, uHTS; actives 0.47% (n = 330,000); Ubiquitin-conjugating enzyme E2 N (Homo sapiens), P61088; inhibition, % at 20 µM; in the data active means inhibition above about 45%, passing the limit was not always enough
CCR6 antag: CCR6 receptor antagonists, primary screen, cell-based, CHO-K1, luminescence, beta-arrestin, uHTS; C-C chemokine receptor type 6 (Homo sapiens), P51684; inhibition, % at 20 µM; CHO-K1 CCR6 PathHunter beta-arrestin, CCL20-stimulated; actives 0.49% (n = 340,000);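 active means compounds whose inhibition of the agonist-driven luminescence signal at 20 µM reaches about 50%, limit read from the data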;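 further: cells stimulated with CCL20 at 14 nM final; plate controls were DMSO with CCL20 for no effect and DMSO without agonist for full effect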
Target sequence (P51684 whole entry, looked up): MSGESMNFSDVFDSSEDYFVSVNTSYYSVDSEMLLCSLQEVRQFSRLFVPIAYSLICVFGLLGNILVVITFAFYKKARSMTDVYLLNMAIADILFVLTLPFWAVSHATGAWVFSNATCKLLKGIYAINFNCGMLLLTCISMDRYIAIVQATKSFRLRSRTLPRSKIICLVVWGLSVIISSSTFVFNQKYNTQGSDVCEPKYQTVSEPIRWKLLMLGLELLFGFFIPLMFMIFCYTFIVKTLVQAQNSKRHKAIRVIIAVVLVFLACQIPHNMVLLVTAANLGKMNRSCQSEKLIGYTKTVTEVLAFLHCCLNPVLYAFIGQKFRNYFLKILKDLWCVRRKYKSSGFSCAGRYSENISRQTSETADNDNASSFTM
APJ agonist: agonists of human apelin receptor APJ, primary screen, CHO-K1 cells, PathHunter beta-arrestin, luminescence; activation, % at 20 µM; actives 0.11% (n = 330,000); 0% DMSO wells, 100% apelin; P35414; AID 2520, 2010;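 active means activation more than six SD over the plate average, tested at 20 µM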;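 further: 0% = DMSO alone and 100% = apelin-13 at 10 nM; some results filed as inactive read as strong as hits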
Target sequence (P35414 whole entry, looked up): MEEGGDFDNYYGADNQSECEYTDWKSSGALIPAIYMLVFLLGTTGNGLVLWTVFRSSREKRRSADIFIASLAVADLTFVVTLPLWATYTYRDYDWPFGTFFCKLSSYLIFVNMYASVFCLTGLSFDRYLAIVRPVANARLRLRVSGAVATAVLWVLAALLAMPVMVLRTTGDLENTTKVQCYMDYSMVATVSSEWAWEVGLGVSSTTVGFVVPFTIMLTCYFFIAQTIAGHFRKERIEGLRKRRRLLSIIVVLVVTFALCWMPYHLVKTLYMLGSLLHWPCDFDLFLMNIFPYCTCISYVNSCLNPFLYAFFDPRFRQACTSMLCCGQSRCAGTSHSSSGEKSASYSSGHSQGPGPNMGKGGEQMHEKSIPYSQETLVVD
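Test system – PathHunter CHO-K1 APJ (AGTRL-1) beta-arrestin reporter cells · Input – 1000 cells/well · Compound – single test compound dose, 20 µM final, 1% DMSO · Times – compound stimulation 90 min at 25 °C, detection 60 min · Technique – beta-gal luminescence · Read-out basis – APJ–arrestin association signal · Control set – negative DMSO alone, positive Apelin-13 at 10 nM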
EBI2 block: EBI2 receptor antagonists, beta-arrestin recruitment, primary screen, cell-based, luminescence, 7a,25-OHC stimulation, uHTS; G-protein coupled receptor 183 (Homo sapiens), P32249; inhibition, % at 5 µM; actives 0.81% (n = 360,000); 7a,25-OHC stimulated; in the data active means inhibition above about 38%;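 further: enzyme fragment complementation signal reports receptor beta-arrestin coupling in cells; 0% = agonist plus DMSO wells and 100% = wells without agonist; some results beyond the cut were filed as inactive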
APJ antag: antagonists of human apelin receptor APJ, primary screen, CHO-K1 cells, beta-arrestin complementation, luminescence. P35414. inhibition, % at 20 µM. actives 0.32% (n = 330,000). AID 2521, 2010;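 active means inhibition above about 40% at 20 µM, limit read from the data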;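 further: cells challenged with 10 nM apelin-13 agonist together with compound; plate controls were apelin-13 plus DMSO wells for no effect and DMSO wells lacking apelin-13 for full effect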
ATG4B inhibitor: ATG4B protease inhibitors, primary screen, biochemical, fluorescence, uHTS; Cysteine protease ATG4B (Homo sapiens), Q9Y4P1; ATG4B cleavage of LC3-PLA2, NBD-HPC fluorescence, 1 h; inhibition, % at 8.33 µM; AID 504462, 2011; actives 0.51% (n = 340,000); in the data active means inhibition above about 40%
* marks the source's active call; other numbers are inactive results; . = no result given. Hits appear at their usual frequency; any-hit rate near 3%.

SMILES	CXCR6 block	Gli-Sufu block	UBC13 inh	CCR6 antag	APJ agonist	EBI2 block	APJ antag	ATG4B inhibitor
O=C(NCc1cccs1)C1CCCN(c2ncccn2)C1 (stereo unspecified)	-8	-3	10	-12	-3	6	11	2
CCCC(C(=O)NCC1CCCO1)N(C(=O)CNS(=O)(=O)c1ccccc1)c1ccc(F)cc1 (stereo unspecified)	1	-18	-10	8	0	-2	-12	-3
CC(C)C[C@H](NC(=O)c1nc[nH]c1C(=O)NCc1ccccc1)C(=O)OC(C)(C)C	10	1	-10	21	-5	-7	7	-8
COc1cc(C(=S)N2CCOCC2)ccc1OC(=O)c1ccccc1[N+](=O)[O-]	-10	3	-1	5	-1	0	12	-12
C=C(C)C(=O)Nc1cccc(C2=NOC3(C2)C[C@@H](C(N)=O)N(C(=O)[C@H]2CCC(=O)N2)C3)c1 (stereo partly specified)	-4	21	-13	1	5	-2	4	-6
Cc1nnc(SCC(=O)NCc2ccco2)[nH]c1=O	7	2	-8	-6	1	-14	8	-10
Cc1noc(C)c1C1(O)CCCCCCCCCCC1	-6	-2	-7	-2	-3	-7	6	0
COc1ccc(S(N)(=O)=O)cc1C(=O)OCC(=O)N1c2ccccc2NC(=O)C1(C)C	2	-15	3	7	-1	-6	-6	-8
COC(=O)Cc1ccc(NC(=O)C(c2ccccc2)c2ccccc2)cc1	3	-10	-5	0	-3	14	11	-9
Cc1ccc(CNc2ncc(-c3ccc4c(c3)OCO4)n2C)cc1	-8	6	-8	10	-3	0	27	-7

Profiles as entered above. Screens in order: CXCR6 block | Gli-Sufu block | UBC13 inh | CCR6 antag | APJ agonist | EBI2 block | APJ antag | ATG4B inhibitor
COC(=O)Cc1ccc(NC(=O)C(c2ccccc2)c2ccccc2)cc1 across the screens: 3 | -10 | -5 | 0 | -3 | 14 | 11 | -9
COc1cc(C(=S)N2CCOCC2)ccc1OC(=O)c1ccccc1[N+](=O)[O-] across the screens: -10 | 3 | -1 | 5 | -1 | 0 | 12 | -12
Cc1ccc(CNc2ncc(-c3ccc4c(c3)OCO4)n2C)cc1 across the screens: -8 | 6 | -8 | 10 | -3 | 0 | 27 | -7

New compounds follow
SMILES	CXCR6 block	Gli-Sufu block	UBC13 inh	CCR6 antag	APJ agonist	EBI2 block	APJ antag	ATG4B inhibitor
O=C(Nc1ccccc1F)Nc1cc(Cl)ccc1-n1cncn1	-2	-14	4	7	0	-2	-1	3
CO/N=C(/CS(=O)(=O)Cc1ccccc1Cl)c1ccc(Cl)cc1Cl	9	6	-2	26	-5	17	0	6
CS(=O)(=O)N1N=C(c2ccco2)CC1c1ccc(Cl)cc1 (stereo unspecified)	-7	-14	-10	14	-5	-16	-17	4
COC(=O)c1ccc(C(=O)OC)c(NC(=O)/C=C/C(=O)O)c1	7	5	-4	-12	0	-6	-43	-5
CC(=O)c1cc(F)c(N2CCN(c3ccc([N+](=O)[O-])cc3F)CC2)cc1C	0	1	-7	-1	-3	5	-2	-7
CC(C)CCNC(=O)COc1ccc2c(c1)C(=O)CC(C)(C)O2	3	-8	14	-5	-5	-3	4	11
Cc1nn(CC(=O)O)c(=O)c2ccccc12	1	8	10	0	-3	-3	7	0
CCN1C(=O)/C(=C\N(C)C)S/C1=N\S(=O)(=O)c1ccc(C)cc1	1	-2	-5	11	1	-3	-12	-10
CCCCOc1ccc(C2(C)NC(=O)N(C)C2=O)cc1 (stereo unspecified)	-2	1	-4	-6	-1	-14	15	-2
CC(C(=O)NCC(=O)Nc1ccc(F)c(F)c1F)N1CCN(Cc2ccc(C#N)cc2)CC1 (stereo unspecified)	-1	9	6	-1	-3	11	0	-3
COc1cccc(OCCn2cc(C(C)=O)c3ccccc32)c1	-14	15	30	19	-3	1	1	-15
O=C(NCC1CCCO1)c1ccc(NS(=O)(=O)c2ccccc2)cc1 (stereo unspecified)	0	-4	1	7	0	11	8	6
O=C(NCCCN1CCCCCC1)c1cc2c(=O)oc3ccccc3c2s1	14	23	36	26	-1	2	25	-12
O=S(=O)(c1ccccc1)N1CCN(C(=S)Nc2ccc(Br)cc2)CC1	-7	6	-2	13	4	10	-10	-11
O=C(CSc1nccc(=O)[nH]1)Nc1ccc(F)c(Cl)c1	-7	5	0	5	1	13	-1	0
CC(C)C(OC(=O)c1ccco1)C(=O)NC1CCCCC1 (stereo unspecified)	1	-10	4	7	-2	-14	-9	6
O=C(O)C1CC=CCC1C(=O)Nc1ccc(S(=O)(=O)N2CCCc3ccccc32)cc1 (stereo unspecified)	2	2	-18	-21	0	-5	-2	-7
Cc1csc(NC(=O)CCn2c(=O)sc3ccccc32)n1	0	-8	12	10	-3	-14	-11	-12
CN1CC(c2ccccc2)C2(SC(=S)N(Cc3ccco3)C2=O)C12C(=O)Nc1ccccc12 (stereo unspecified)	17	6	-2	22	-4	39	10	7
c1ccc(-c2noc(-c3cccnc3)n2)cc1	0	-77	6	-7	-4	-6	19	-6
Cc1ccc(C2=NN(C(=O)CCC(=O)O)C(c3cccc([N+](=O)[O-])c3)C2)cc1 (stereo unspecified)	2	6	-10	-2	-2	1	14	6
Cc1cc2nc(SC(C)C(=O)O)[nH]c2cc1C (stereo unspecified)	7	-1	8	-3	-5	-1	9	-9
O=C1[C@@H]2Cc3c([nH]c4ccccc34)C(c3cccc([N+](=O)[O-])c3)N2C(=O)CN1C1CCN(Cc2ccccc2)CC1 (stereo partly specified)	10	.	26	.	-3	41*	1	.
Nn1c(COc2ccccc2)nnc1SCC(=O)O	-1	-8	-3	4	0	-3	-13	6
O=C(COC(=O)CNS(=O)(=O)c1ccc(F)c(F)c1F)NC1CCCC1	4	-13	0	0	-1	-21	11	-1
c1ccc(-c2n[nH]c(-c3ccccc3)c2-c2nc3ccccc3[nH]2)cc1	-1	0	6	-31	6	6	-10	-1
COc1ccc(C2=NOC(C(=O)Nc3ccc4c(c3)OCO4)C2)cc1 (stereo unspecified)	-8	-1	0	10	-2	-6	-7	-8
O=C(NNC(=O)c1cccnc1)NC1CCCCC1	6	-6	2	-13	-2	3	7	-9
C/C(=N/NC(=O)Cc1cccc2ccccc12)c1cccs1	4	6	6	-4	2	-1	-17	-11
CCCNCC1C(Oc2ccc(Cl)cc2Cl)C(=O)N1c1cccc(C)c1C (stereo unspecified)	0	27	20	26	-5	6	13	10
CCC1CCCCN1C1Sc2ccc(C(=O)OC)cc2NC1=O (stereo unspecified)	-4	4	-5	4	-2	0	13	-5
Cc1nc(N2CCOCC2)nc(OCCN2CCOCC2)c1[N+](=O)[O-]	-2	-8	-14	2	-7	-19	10	-6
COc1ccccc1CNC(=O)COC(=O)Cc1ccsc1	0	-1	.	4	.	-4	.	-10
CCc1c(C)nn(C(=O)/C(C#N)=C\N(C)C)c1C	4	4	5	1	1	-1	0	3
Cc1ccc(Cl)cc1NC(=S)NCCCSC1CCCCC1	10	-10	4	15	3	6	7	14
Cc1cccc(NC(=O)c2c(C)cc(=O)oc2C)n1	-8	3	4	5	-1	-16	19	-6
Cc1cc(C)c(S(=O)(=O)N(CC(=O)O)CC(=O)O)c(C)c1	-2	1	-2	-12	-1	-4	1	-9
Cc1ccc(C2=CC(=O)C[C@H](c3ccc4c(c3)OCO4)C2)cc1	4	-2	6	18	-1	48*	2	-6
CC(C)C(NC(=O)C1CCCCC1)C(=O)Nc1ccc2c(c1)OCCO2 (stereo unspecified)	-6	29	-6	1	2	5	-17	-2
CCOc1ccc(S(=O)(=O)N2CCCC(C(=O)NCc3ccccn3)C2)cc1Cl (stereo unspecified)	-6	16	-10	2	5	-4	-23	-11
C=CCn1c(=N)n(CC(=O)c2ccccc2)c2ccccc21	7	6	2	13	-5	-1	3	-2
Cn1c(=O)[nH]c(=O)c2c1nc(N1CCCCC1)n2CCCSc1nnnn1-c1ccccc1	4	15	2	9	3	1	7	-12
O=C(O)CCc1ccc(-c2ccccc2)n1NC(=O)c1ccco1	6	-1	-8	-5	3	3	-12	3
Cc1nnc(SCC(=O)Nc2cccc(S(=O)(=O)N(C)c3ccccc3)c2)s1	2	9	3	1	2	4	0	-5
Cc1ccc(S(=O)(=O)N2CCOCC2)cc1C(=O)N1CCN(c2ncccn2)CC1	0	-3	-4	9	-1	-21	7	-1
CCOC(=O)NC(=O)CN1C(=O)NC2(CCc3ccccc32)C1=O (stereo unspecified)	-8	13	8	13	3	3	11	5
CCCC(=O)Nc1ccc(OCC(=O)OC)cc1	-9	1	4	-10	4	-8	-10	4
COc1cccc(/C=C2\SC(=S)N(NS(=O)(=O)c3ccccc3)C2=O)c1OC	-1	0	-9	11	-3	-2	11	-3
O=C(O)c1ccc(-n2nncc2-c2ccco2)cc1	-2	-4	0	17	-3	1	-8	4
CCOC(=O)C1=C(N)Oc2cc(C)[nH]c(=O)c2C1c1ccncc1 (stereo unspecified)	-2	13	0	1	-1	-1	0	-3

Next section
SMILES	CXCR6 block	Gli-Sufu block	UBC13 inh	CCR6 antag	APJ agonist	EBI2 block	APJ antag	ATG4B inhibitor
COc1ccc(/C=C2\N=C(C(C)(C)C)OC2=O)c(OC)c1	-2	-15	1	19	0	7	13	1
CC(C)CCNC(=O)c1onc(CSc2ccc(F)cc2)c1C(=O)NCCC(C)C	5	10	-8	14	-3	7	-3	-6
CCOC(=O)c1sc(NC(=O)c2cc(-c3ccccc3C)nc3ccccc23)c(C#N)c1C	2	63*	-28	5	-1	-6	3	22
COc1ccc(OC)c(/C=N/NC(=O)c2cnccn2)c1	-1	4	-8	10	-2	-16	0	9
O=C1c2ccccc2C(=O)N1OCCCN1C(=O)c2ccccc2S1(=O)=O	-10	-20	.	-9	.	-11	.	3
CCc1ccc(/C=C2\Oc3cc(OS(C)(=O)=O)ccc3C2=O)cc1	-17	9	-21	-1	0	14	5	-16
O=C(/C=C/c1ccc([N+](=O)[O-])cc1)NCc1ccc2c(c1)OCO2	-7	-4	3	-7	3	2	-16	3
COc1ccccc1NC(=O)CSc1nc2ccccc2nc1N1CC(C)OC(C)C1 (stereo unspecified)	9	20	-9	6	-1	10	10	0
Cc1ccc(NC(=S)NC(NC(=O)C(C)(C)C)C(Cl)(Cl)Cl)c(C)c1 (stereo unspecified)	2	6	-2	3	8	-4	-3	-12
Cc1ccc(C(=O)N/N=C/c2ccc(OC(=O)c3ccccc3Cl)cc2)cn1	-12	-24	2	10	1	-28	-3	0
Cc1cccc(N(C(=O)CCC(=O)Nc2cc(C)on2)C(C(=O)NC2CCCC2)c2cccnc2)c1 (stereo unspecified)	-4	-2	2	3	1	6	-25	4
CC(=O)Cn1c(CN2CCCCC2)nc2ccccc2c1=O	-5	-2	-2	17	-1	-3	-4	-6
Cc1cccc(OCC(=O)NCC(=O)N/N=C/c2cccnc2)c1	0	5	5	1	-3	8	-3	-7
COc1ccc(OC)c(NC(=O)C2C3CC4OC(=O)C2C4C3)c1 (stereo unspecified)	-13	6	-4	6	1	10	-2	3
O=C(O)CNc1nc(-c2ccccc2)nc2c1oc1ccccc12	3	-1	11	-1	-3	-3	-3	5
CCCCC(O)(C(NC=O)C(=O)OC)C(F)(F)F (stereo unspecified)	1	-9	6	6	-1	-6	17	2

2 entries from above, set out differently:
SMILES | CXCR6 block | Gli-Sufu block | UBC13 inh | CCR6 antag | APJ agonist | EBI2 block | APJ antag | ATG4B inhibitor
Cc1cccc(NC(=O)c2c(C)cc(=O)oc2C)n1 | -8 | 3 | 4 | 5 | -1 | -16 | 19 | -6
Cc1cc(C)c(S(=O)(=O)N(CC(=O)O)CC(=O)O)c(C)c1 | -2 | 1 | -2 | -12 | -1 | -4 | 1 | -9
